Screening results deposited in PubChem by National Center for Advancing Translational Sciences (NCATS).
Epigenetic derep = derepresses silenced GFP reporter in murine cells; murine LDR cells, GFP reporter derepression, 30 h; Potency, µM (highest dose often 53.9 µM), inactives show at the top dose GFP activation, most hits filed as activators; 0.2% of 280,000 active; note: % of control where 0% means no effect; nearly all actives have a fitted effect of over 60% in size
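Derepression of a silenced CMV-GFP reporter in murine LDR cells is scored by enumerating GFP-positive cells with a laser-scanning microplate cytometer after 30 hours of treatment at 37 C.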
IMPase Li inh = membrane-permeable IMPase blocker, potentiated with lithium; CHO-M1 cells, IP1 TR-FRET (IP-One), carbachol + lithium; Potency, µM (series often up to 59.4 µM), without a hit: top-dose activity, negative = IMPase inhibition, most hits filed as inhibitors; 0.35% of 210,000 active; AID 1457;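 note: IP1 builds up when IMPase is blocked and the TR-FRET signal falls; plate controls were basal vehicle for no effect and high inhibitor control for full effect; nearly all actives have a fitted effect of over 50% in size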
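CHO cells stably expressing M1 receptor (2000/well, cultured 16–30 h) treated 30 min at 37C with compound plus low lithium. Cytosolic IP1 by TR-FRET (665/620 ratio and 620 channel) after 10 min lysis; AC50 by Hill fit.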
SMN2 splice enh = enhancers of SMN2 splice variant expression; AID 1458; HEK293 SMN2-luciferase splicing reporter, luminescence, 30-36 h; 2.8% of 210,000 active; Potency, µM (titrated, usually from 46.1 µM), for inactives: at the top dose activity change, positive = activation, hits mostly activators; note: % of control where 0% means no effect; nearly all actives have a fitted effect of over 55% in size
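qHTS luciferase splicing reporter: luminescence rises when SMN2 exon 7 is included in transfected HEK293 cells. Compound exposure lasted 30-36 h at 37C, with 4.5 mM final sodium butyrate as control, followed by a ONE-Glo read.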
KDM4E inh = blocks human JMJD2E demethylase activity; AID 2147; B2RXH2; 1.6% of 230,000 active; JMJD2E catalytic domain, FDH-coupled NADH fluorescence (FDH is formaldehyde dehydrogenase); Potency, µM (titrated, usually from 57.1 µM), without a hit: top-dose activity change, negative = inhibition, actives largely listed as inhibitors; active = well fitted inhibition curve with a large enough effect, not every such curve was filed as active; inconclusive = small, poorly fitted or top-dose-only effect, or another doubt; inactive = no such curve, though single readings can be large or run the other way;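 note: 0% = wells with enzyme and -100% = buffer wells without enzyme; nearly all actives have a fitted effect of over 50% in size; many of its hits are not listed in these tables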
Target sequence (B2RXH2 1-337 limits assumed): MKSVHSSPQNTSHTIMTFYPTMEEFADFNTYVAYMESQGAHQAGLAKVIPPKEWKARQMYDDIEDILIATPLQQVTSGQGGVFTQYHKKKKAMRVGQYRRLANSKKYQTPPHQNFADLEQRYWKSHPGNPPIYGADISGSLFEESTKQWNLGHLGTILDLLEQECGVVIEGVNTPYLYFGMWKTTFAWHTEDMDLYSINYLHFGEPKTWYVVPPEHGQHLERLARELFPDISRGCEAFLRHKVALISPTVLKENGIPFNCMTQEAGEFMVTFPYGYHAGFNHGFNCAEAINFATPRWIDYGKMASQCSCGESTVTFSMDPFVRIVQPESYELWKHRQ
RGS12 GoLoco inh = blocks human Gai1 binding to RGS12 GoLoco peptide, red readout | P63096 | 0.44% of 230,000 active | Potency, µM (highest dose often 61.6 µM), inactives show at the top dose activity, negative = inhibition, actives largely listed as inhibitors | Gai1:RGS12 GoLoco peptide FP, rhodamine, 10 min; active = well fitted inhibition curve with a large enough effect, not every such curve was filed as active; inactive = no such curve, though single readings can be large or run the other way; note: % is set by controls: 0 for no effect and ±100 for the full control effect; nearly all actives have a fitted effect of over 30% in size; many of its hits are not listed in these tables
Target sequence (P63096 whole entry, looked up): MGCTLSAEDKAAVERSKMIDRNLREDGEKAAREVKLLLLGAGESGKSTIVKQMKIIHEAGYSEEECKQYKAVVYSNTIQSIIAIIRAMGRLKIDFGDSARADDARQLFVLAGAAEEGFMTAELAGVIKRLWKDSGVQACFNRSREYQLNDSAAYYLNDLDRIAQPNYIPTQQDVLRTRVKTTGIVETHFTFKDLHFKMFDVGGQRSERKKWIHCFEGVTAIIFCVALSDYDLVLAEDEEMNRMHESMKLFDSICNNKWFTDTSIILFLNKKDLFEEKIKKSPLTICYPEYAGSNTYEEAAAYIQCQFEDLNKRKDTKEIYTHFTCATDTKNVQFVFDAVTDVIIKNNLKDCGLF
Luc counter = Kinase-Glo luciferase inhibition (counter-screen). Kinase-Glo luciferase, ATP luminescence, 8 min. Potency, µM (titrated, usually from 38.3 µM), for the others: at the highest dose activity change, negative = inhibition, hits mostly inhibitors. 0.28% of 200,000 active. AID 1379; note: % is set by controls: 0 for no effect and ±100 for the full control effect; nearly all actives have a fitted effect of over 60% in size
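Inhibition of Kinase-Glo luciferase light generation was assessed at 10 uM ATP in pH 7.2 imidazole buffer, with luminescence measured after eight minutes at ambient temperature.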
RECQ1 inh = RECQ1 (human) helicase inhibition; 0.54% of 240,000 active; P46063; Potency, µM (series often up to 57.3 µM), without a hit: at the top dose activity, negative = inhibition, most hits filed as inhibitors; RECQ1 DNA unwinding, red fluorescence kinetic read;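 note: plate controls were vehicle for no effect and no enzyme for full effect; nearly all actives have a fitted effect of over 30% in size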
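50 nM RECQ1T1 preincubated 15 min with compound in Tris pH 8.0 buffer with MgCl2, DTT, Tween-20 and 2.5 ug/ml poly(dI-dC); started with 200 nM TAMRA/BHQ-2 forked duplex and 2 mM ATP. Unwinding read as fluorescence (525/598 nm), two reads 2 h apart.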
NPSR antag = blocks cAMP signaling of the human neuropeptide S receptor | Q6W5P4 | CHO-NPSR cells, cAMP TR-FRET, antagonist mode | Potency, µM (titrated, usually from 38.3 µM), for inactives: top-dose activity change, negative = inhibition, actives largely listed as inhibitors | 1% of 220,000 active | AID 1461; note: % is set by controls: 0 for no effect and ±100 for the full control effect; nearly all actives have a fitted effect of over 50% in size; many of its hits are not listed in these tables
Target sequence (Q6W5P4 whole entry, looked up): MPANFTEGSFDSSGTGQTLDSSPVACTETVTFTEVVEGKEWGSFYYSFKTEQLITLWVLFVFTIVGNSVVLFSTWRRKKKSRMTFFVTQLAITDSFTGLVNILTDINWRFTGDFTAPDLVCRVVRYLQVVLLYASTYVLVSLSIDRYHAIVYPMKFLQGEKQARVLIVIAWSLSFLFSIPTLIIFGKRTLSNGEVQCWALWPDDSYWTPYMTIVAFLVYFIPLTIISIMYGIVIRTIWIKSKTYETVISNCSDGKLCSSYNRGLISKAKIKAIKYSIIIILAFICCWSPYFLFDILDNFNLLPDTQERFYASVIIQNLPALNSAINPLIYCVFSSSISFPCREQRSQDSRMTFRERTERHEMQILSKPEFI
* hit, by the source's call; & = joins results of further samples; [ ] = dose if it differs, or a comment. Unless noted, calls come from the whole dose curve; as a rule, active = well fitted curve in the direction sought with a large enough effect; inconclusive = small, poorly fitted or top-dose-only effect, or another doubt; inactive = no such curve, though single readings can be large; an effect the other way counts as inactive or inconclusive. Potency is the fitted concentration of half-maximal effect. Not all compounds are listed; the hit share may differ from the screen's.

Results for O=C(Cn1ccc2ccccc2c1=O)NCCC(=O)N1CCN(c2cccc(Cl)c2)CC1 ?
Epigenetic derep: 6.3%; IMPase Li inh: 27%[38.3 µM]; SMN2 splice enh: -7%; KDM4E inh: -1%; RGS12 GoLoco inh: -3%; Luc counter: -3%; RECQ1 inh: -12%; NPSR antag: -17%[46.1 µM]

What do the screens show for `OCCN1CCN(C(=S)c2ccc(Cl)cc2)CC1`?
Epigenetic derep: -7.9%; IMPase Li inh: 6%[38.3 µM]; SMN2 splice enh: -5%; KDM4E inh: -1%; RGS12 GoLoco inh: 2%; Luc counter: 0%; RECQ1 inh: inactive; NPSR antag: 1%[46.1 µM]

Results for Cc1ccc(-n2c(-c3ccco3)nc3nc4ccccc4nc32)cc1F ?
Epigenetic derep: -0.9%; IMPase Li inh: -3%; SMN2 splice enh: -4%; KDM4E inh: inconclusive; RGS12 GoLoco inh: 12%; Luc counter: 5%; RECQ1 inh: -3%; NPSR antag: -6%[46.1 µM]

Results for CCC(=O)N1CCCc2cc(S(=O)(=O)N3CCN(c4ccccn4)CC3)ccc21 ?
Epigenetic derep: 0.0%; IMPase Li inh: 16%[38.3 µM]; KDM4E inh: inconclusive; RGS12 GoLoco inh: 0%; Luc counter: 2%; RECQ1 inh: inactive; NPSR antag: -15%[46.1 µM]

How did Cc1cc(C)n(-c2c(F)c(F)c(CN3CCCCC3)c(F)c2F)n1 do in these assays?
Epigenetic derep: 0.0%; IMPase Li inh: 5%[38.3 µM]; SMN2 splice enh: -19%; KDM4E inh: 4%; RGS12 GoLoco inh: -4%; Luc counter: 5%; RECQ1 inh: -1%; NPSR antag: 2%[46.1 µM]

Results for CCc1ccc(-n2c(Cc3ccccc3)n[nH]c2=S)cc1 ?
Epigenetic derep: 0.0%; IMPase Li inh: 4%; SMN2 splice enh: -1%; KDM4E inh: -9%; RGS12 GoLoco inh: 2%; Luc counter: -2%; RECQ1 inh: inactive; NPSR antag: -23%

Results for CCOc1ccc(C2C3=C(CCCC3=O)Nc3nc(C(F)(F)F)nn32)cc1OC (stereo unspecified) ?
Epigenetic derep: 0.1%; IMPase Li inh: 28%[38.3 µM]; SMN2 splice enh: 27%; KDM4E inh: -10%; RGS12 GoLoco inh: 2%; Luc counter: 2%; RECQ1 inh: 1%; NPSR antag: -14%[46.1 µM]

How did COC(=O)c1c(NC(=O)c2c(C)noc2C)sc2c1CCCCCC2 do in these assays?
Epigenetic derep: 1.2%; IMPase Li inh: 13%[38.3 µM]; SMN2 splice enh: 9%; KDM4E inh: inconclusive; RGS12 GoLoco inh: 11%; Luc counter: 2%; RECQ1 inh: inactive; NPSR antag: -4%[46.1 µM]

What do the screens show for `Brc1ccc(C2=N[C@@H](Cc3ccccc3)CO2)cc1`?
Epigenetic derep: -0.1%; IMPase Li inh: 10%; RGS12 GoLoco inh: 9%[88.7 µM]; Luc counter: 0%[39.9 µM]; RECQ1 inh: inactive

Results for COC(=O)c1cc(Br)c(=O)n(-c2cc(C)on2)c1 ?
Epigenetic derep: 0.8%; IMPase Li inh: 10µM*; SMN2 splice enh: -19%; KDM4E inh: 3%; RGS12 GoLoco inh: -2%; Luc counter: 0%; RECQ1 inh: inactive; NPSR antag: 15%[46.1 µM]

What do the screens show for `CS(=O)(=O)c1ccc2nc(NC(=O)CN3CCCCCC3)sc2c1`?
Epigenetic derep: 0.8%; IMPase Li inh: 0%[38.3 µM]; SMN2 splice enh: -8%; KDM4E inh: inconclusive; RGS12 GoLoco inh: 1%; Luc counter: 0%; RECQ1 inh: -9%; NPSR antag: -14%[46.1 µM]

Results for O=C(c1cccs1)N1CCCN(c2ncnc3scc(-c4ccccc4)c23)CC1 ?
Epigenetic derep: 3.2%; KDM4E inh: -4%; RGS12 GoLoco inh: 6%; RECQ1 inh: -7%; NPSR antag: inconclusive

Results for CSc1nc2nccc(-c3ccc4c(c3)OCO4)n2n1 ?
Epigenetic derep: -0.4%; IMPase Li inh: -5%; SMN2 splice enh: 4%; KDM4E inh: inconclusive; RGS12 GoLoco inh: 2%; Luc counter: 0%; RECQ1 inh: 0%; NPSR antag: 2%

What do the screens show for `O=C(/C=C/c1ccc(Cl)cc1Cl)N1CCN(c2ccc([N+](=O)[O-])c(N3CCOCC3)c2)CC1`?
Epigenetic derep: -1.6%; IMPase Li inh: 1%; SMN2 splice enh: -36%[inhibitor]; KDM4E inh: -2%; RGS12 GoLoco inh: -8%; Luc counter: -3%; RECQ1 inh: 8%; NPSR antag: -52%

What do the screens show for `O=C(CC1COc2ccccc2O1)NCc1ccccc1` (stereo unspecified)?
Epigenetic derep: -1.0%; IMPase Li inh: 1%; SMN2 splice enh: -4%; KDM4E inh: -4%; RGS12 GoLoco inh: -15%; Luc counter: 1%; RECQ1 inh: 2%; NPSR antag: 5%[46.1 µM]

Results for COC(=O)c1c(C)[nH]c(O)c1C=Nc1ccc(Oc2ccccc2)cc1 ?
Epigenetic derep: 7.2%; IMPase Li inh: 17%; SMN2 splice enh: -7%; KDM4E inh: -5%; RGS12 GoLoco inh: 9%; Luc counter: -6%; RECQ1 inh: -1%; NPSR antag: -9%

Results for CSc1ccccc1COC(=O)Nc1ccccc1C ?
Epigenetic derep: -1.4%; IMPase Li inh: 2%; SMN2 splice enh: -9%; KDM4E inh: 2%; RGS12 GoLoco inh: 5%; Luc counter: -2%; RECQ1 inh: -2%; NPSR antag: -15%

What do the screens show for `Cc1ccc(Cl)cc1N1CCN(Cc2nc3c(c(=O)[nH]c(=O)n3C)n2CCc2ccccc2)CC1`?
Epigenetic derep: -1.0%; IMPase Li inh: 6%; SMN2 splice enh: 17%; KDM4E inh: 5%; RGS12 GoLoco inh: 0%; Luc counter: -1%; RECQ1 inh: -4%; NPSR antag: -27%

How did COc1ccc(-c2[nH]ncc2/C=N/NC(=O)c2cc(Br)ccc2O)c(OC)c1 do in these assays?
Epigenetic derep: 0.0%; IMPase Li inh: -9%; SMN2 splice enh: 6%; KDM4E inh: 1%; RGS12 GoLoco inh: -2%; Luc counter: -2%; RECQ1 inh: -1%; NPSR antag: 11%

What do the screens show for `COc1ccc(C(=O)OCC(=O)Nc2cc(C)c(C)cc2[N+](=O)[O-])cc1`?
Epigenetic derep: -3.9%; IMPase Li inh: 0%; SMN2 splice enh: 0%; KDM4E inh: 5%; RGS12 GoLoco inh: 15%; Luc counter: 0%; RECQ1 inh: 1%; NPSR antag: -6%

Results for OCCCN=C1CCCCC1 ?
IMPase Li inh: -4%; SMN2 splice enh: -7%[9.22 µM]; RGS12 GoLoco inh: 8%[14.2 µM]; Luc counter: -2%[7.66 µM]

Results for COc1ccc(C(C(=O)Nc2ccc(F)cc2)N(C(=O)Cn2nnc3ccccc32)C2CC2)cc1 (stereo unspecified) ?
Epigenetic derep: 1.6%; IMPase Li inh: 2%[38.3 µM]; SMN2 splice enh: 12%; KDM4E inh: 5%; RGS12 GoLoco inh: 3%; Luc counter: -1%; RECQ1 inh: 7%; NPSR antag: inconclusive

How did CCOc1cccc(N2C(=O)CC(N(CCc3ccc(OC)c(OC)c3)C(=O)CC)C2=O)c1 (stereo unspecified) do in these assays?
Epigenetic derep: 0.0%&1.1%; IMPase Li inh: 5%[38.3 µM]; SMN2 splice enh: -6%; KDM4E inh: 3%&0%; RGS12 GoLoco inh: 3%&7%; Luc counter: -3%; RECQ1 inh: -3%&2%; NPSR antag: -9%[46.1 µM]

What do the screens show for `CCn1nc(C)c(CNC(=O)CC2C(=O)NCCN2CC(C)(C)C)c1C` (stereo unspecified)?
Epigenetic derep: 2.4%; IMPase Li inh: 1%; KDM4E inh: -11%; RGS12 GoLoco inh: -3%; Luc counter: -1%; RECQ1 inh: 13%; NPSR antag: -13%

How did Cc1[nH]c2ccccc2c1/C=N/Nc1ccccn1 do in these assays?
Epigenetic derep: 2.4%; IMPase Li inh: 3%; SMN2 splice enh: 2%; KDM4E inh: 25µM*; RGS12 GoLoco inh: -7%; Luc counter: -2%; RECQ1 inh: -12%; NPSR antag: -30%

What do the screens show for `C=C(C)C1CC[C@]2(CO)CC[C@@]3(C)[C@H](CCC4[C@@]5(C)CCC(O)C(C)(C)C5CC[C@@]43C)C12` (stereo partly specified)?
Epigenetic derep: 1.8%; IMPase Li inh: 21%; SMN2 splice enh: 8%; KDM4E inh: 3%; RGS12 GoLoco inh: 2%; Luc counter: -3%; RECQ1 inh: -6%

How did O=C(Nc1ccc(NC(=O)C2CC2)nc1)c1ccccn1 do in these assays?
Epigenetic derep: -8.5%; KDM4E inh: 2%; RECQ1 inh: -6%; NPSR antag: -3%[46.1 µM]

Results for CCCOc1ccccc1-n1sc2c(c1=S)-c1cc(OC)cc3c1N(C(=O)C3=O)C2(C)C ?
Epigenetic derep: 1.5%; IMPase Li inh: 20%[38.3 µM]; SMN2 splice enh: 4%; KDM4E inh: 2%; RGS12 GoLoco inh: 2%; Luc counter: -16%; RECQ1 inh: 9%; NPSR antag: inconclusive

Results for COC(=O)c1sccc1NC(=O)CN1CCN(c2ccc(F)cc2)CC1 ?
Epigenetic derep: -0.9%; IMPase Li inh: 14%[38.3 µM]; SMN2 splice enh: -15%; KDM4E inh: 0%; RGS12 GoLoco inh: 2%; Luc counter: 1%; RECQ1 inh: -6%; NPSR antag: 5%[7.67 µM]

Results for Cc1ccccc1OCC(=O)Nc1cccc(C(=O)O)c1 ?
Epigenetic derep: -0.3%; IMPase Li inh: 3%; SMN2 splice enh: 1.6µM*; KDM4E inh: 10%; RGS12 GoLoco inh: 5%; Luc counter: 0%; RECQ1 inh: -3%; NPSR antag: -7%

How did COc1cc(/C=N/n2cc(-c3ccccc3)[nH]c2=S)cc(OC)c1O do in these assays?
Epigenetic derep: -1.0%; KDM4E inh: inconclusive; RGS12 GoLoco inh: -5%; RECQ1 inh: -12%; NPSR antag: 21%
